# Compound activity as filed in PubChem.
# DENV2 CPE: DENV2-induced cell death inhibition. CPE inhibition, % at 9.99 µM. AID 651640. actives 1.7% (n = 350,000). DENV2-infected cells, cytopathic effect rescue, plate reader; in the data active = CPE inhibition above about 20%, passing the limit was not always enough; inconclusive = no clear call, values can overlap the other calls; tested in BHK-21 cells;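 also: 0% = median of neutral control wells and 100% = median of positive control wells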
# CFTR F508del cor: correctors of CFTR F508del function in bronchial epithelial cells; CFBE cells, YFP halide quenching; stimulated with forskolin plus potentiator P3; % fluorescence drop versus neutral controls; activity (quench increase), % at 7.58 µM; actives 0.36% (n = 350,000);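 active = mean added fluorescence quench of at least 8% versus neutral control, with both replicates also reaching 8%; inconclusive = only one of the mean or replicate conditions met; inactive = mean below 8% and not both replicates reaching 8%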;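 also: cells transiently co-express mutant CFTR-F508del with the halide-sensitive YFP; corrector assay measuring rescue of mutant channel to the surface after 24 h compound exposure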
# miR122 inh: miR-122 inhibition in Huh7 cells; Huh7 miR-122 Renilla luciferase sensor, 48 h; neutral wells = 0, positive control = 100; activation (reporter increase), % at 12.5 µM; actives 0.3% (n = 340,000);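 active = mean replicate activation score at least 90 and every replicate individually at or above 90; inconclusive = only one of the two criteria met; inactive = neither criterion met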;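 also: higher luciferase means less miR-122 activity so hits act as miR-122 inhibitors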
# PAX8 inh HTS: PAX8 transcriptional activity inhibition. RMG-I TPO-luciferase reporter, SteadyGlo, 24 h. inhibition, % at 12.6 µM. AID 652154. actives 1.2% (n = 360,000);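 active = mean replicate inhibition at least 60% with every replicate also reaching 60%; inconclusive = only one of the two criteria is met; inactive = mean below 60% and not all replicates reaching 60%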;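 also: luciferase light reporting Pax8 driven TPO promoter activity; plate controls were median of neutral control wells for no effect and mitoxantrone controls for full effect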
# FN deposit inh: fibronectin deposition inhibition. AH1F fibroblasts, Alexa488-fibronectin deposition fluorescence, overnight. inhibition, % at 12.6 µM. actives 0.086% (n = 350,000);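 active = mean inhibition across replicates of 30% or more, regardless of how many single replicates reach that level; inconclusive = mean under 30% yet at least half of replicates reach 30%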;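 also: positive control wells lacked labelled fibronectin entirely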
#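 Assay system: AH1F fibroblasts assembling fluorescent fibronectin matrix; Amount: 10000 AH1F cells per well; Buffer or medium: DMEM, 2% serum; Probe or stimulus: Alexa488-fibronectin, 24 nM final in well; Doses: single compound dose, delivered by pin transfer; Incubation: 1 h adhesion, overnight exposure; Measured by: fluorescence 485/525 nm; Read-out: fibronectin deposition inhibition.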
# EWS-Fli block: EWS/Fli transcriptional activity inhibition. inhibition, % at 12.6 µM. A673 NR0B1-luciferase reporter, viability-normalised. actives 0.67% (n = 350,000);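 active = mean inhibition of at least 50% after viability correction, with every replicate also passing that limit; inconclusive = mean reaches 50% but only one of two replicates passes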;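 also: firefly luciferase signal divided by Alamar Blue viability fluorescence both relative to DMSO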
# INS-1E GSIS act: GLuc luminescence reporter in INS-1E cells, primary screen for activators of glucose-dependent secretion of insulin. INS-1E GLuc reporter insulin secretion, 2-3 h. activation, % at 16.6 µM. actives 0.61% (n = 370,000). AID 743287;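 active = lowest replicate activation of at least 40%, so every replicate reaches that level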;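 also: 0% = median of neutral control wells and 100% = median of IBMX positive control wells; some compounds called inactive have numbers as strong as hits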
# * marks the source's active call; other numbers are inactive results; ? = inconclusive; / = not tested or not shown; [ ] = dose if it differs, or a comment.
SMILES,DENV2 CPE,CFTR F508del cor,miR122 inh,PAX8 inh HTS,FN deposit inh,EWS-Fli block,INS-1E GSIS act
Cc1ccc(S(=O)(=O)N(C)C[C@@H]2OCCCC[C@@H](C)Oc3ccc(NC(=O)C4CCCCC4)cc3C(=O)N([C@H](C)CO)C[C@@H]2C)cc1,-7,3.0,-10[16.7 µM],6,/,4,8
O=C(C1CC1)N1CC2(C1)[C@H](c1ccccc1)[C@@H](CO)N2Cc1nccs1,37*,0.9,/,2,7,-3,-6
CCC(C)(C)NC(=O)C1CCN(c2nc(OC)nc(OC)n2)CC1,-5,-1.3,/,-3,-3,4,-8
O=C(NCCc1c[nH]c2ccccc12)C1CCN(S(=O)(=O)c2ccccc2F)CC1,0,-1.3,27,27,2,26,2
Cc1ccc(Cn2c(=N)c(C(=O)NC3CCCCC3)cc3c(=O)n4ccccc4nc32)cc1,8,2.3,10,-11,4,/,14
CCOC(=O)C1=C(COC(=O)C2CC(=O)N(c3ccccc3CC)C2)NC(=O)NC1C (stereo not drawn),-3,-3.2,-7,5,/,2,0
Cc1nn(-c2ccccc2)cc1/C=N/NS(=O)(=O)c1ccccc1,-8,-1.0,/,-14,3,9,-8
Cc1c(CCO)c(=O)n2c([nH]c3ccccc32)c1C#N,-5,2.1,-7,-13,-4,-2,16
C[C@@H]1CCCCO[C@H](CN(C)S(=O)(=O)c2ccccc2)[C@@H](C)CN([C@H](C)CO)C(=O)c2cc(N(C)C)ccc2O1,11,3.7,-7[16.7 µM],-7,/,-4,-6
C[C@@H]1CN([C@H](C)CO)C(=O)Cc2cc(NC(=O)Cc3cn(C)c4ccccc34)ccc2O[C@@H]1CN(C)C(=O)NC1CCCCC1,5,0.2,7[16.7 µM],14,/,-7,-11
O=C(CCc1ccccc1)N=C1SC2CS(=O)(=O)CC2N1c1ccccc1 (stereo not drawn),13,1.3,/,-7,6,-5,10
N/C(=N\OC(=O)CCn1cccc(C(F)(F)F)c1=O)c1ccc(OC(F)(F)F)cc1,2,-2.0,-2,2,-2,9,13
C[C@@H]1CCCCO[C@@H](CN(C)Cc2ccc(C(F)(F)F)cc2)[C@H](C)CN([C@@H](C)CO)C(=O)c2cc(NS(=O)(=O)c3ccc(F)cc3)ccc2O1,-2,1.8,-9[16.7 µM],105*,-7,71*,-23
O=C1OCCN1S(=O)(=O)Nc1ccccc1,11,3.8,-3,6,3,6,-16
O=C(/C=C/c1ccc([N+](=O)[O-])cc1)NCCc1ccc(F)cc1,-1,-3.1,/,10,-1,-8,-2
O=C(NC(CO)C(=O)OCc1ccccc1)OCc1ccccc1 (stereo not drawn),1,0.6,/,-10,6,5,-10
C[C@@H]1CN([C@H](C)CO)C(=O)c2cc(NC(=O)CCCCCC(=O)Nc3ccccc3N)ccc2O[C@H]1CN(C)C(=O)Nc1ccc(F)cc1,-2,-2.1,/,-14,/,-2,-1
O=C(/C=C/N1CCN(Cc2ccccc2)CC1)C(F)(F)F,-7,1.8,-5,5,8,0,-2
C#CCNC[C@@H]1CSCCS(=O)(=O)N1,0,-3.1,/,0,4,0,-3
CCCCOC(=O)c1cc(=O)[nH]c(=O)[nH]1,-9,0.4,-1,/,/,-1,24
CN(C)S(=O)(=O)N1CCN(CC(=O)Nc2ccc(F)cc2)CC1,-4,0.5,-2,3,1,13,-5
CCOC(=O)N1CCC(N2CCN(C3CCCC3)C(CCO)C2)CC1 (stereo not drawn),-3,-1.6,-1,-1,-9,-3,10
CC1(C)C2CCC1(C(=O)O)c1nc3ccccc3nc12 (stereo not drawn),2,-0.6,/,-15,3,8,4
C/C=C/c1ccc([C@H]2[C@@H](CO)N(C(=O)CN(C)C)C23CN(C(=O)C2CCC2)C3)cc1,11,0.1,/,-4,6,5,-4
NS(=O)(=O)c1cccc(NC(=O)CSc2nnc3n2CCCCC3)c1,-4,1.1,-2,-7,6,1,-8
COC(=O)Cc1ccc(NC(=S)NNC(=O)c2ccccc2Br)cc1,0,/,-4,-23,2,-11,1
Cc1ccc(N=Cc2c(O)n(-c3nccs3)c(=O)c3ccccc23)c(C)c1,/,/,/,-15,-2,/,31
C/C=C/c1ccc([C@@H]2[C@@H](CO)N(C(=O)C3CCC3)C23CN(C(=O)NC(C)C)C3)cc1,9,-1.6,/,/,-8,6,-9
Cc1ccc(S(=O)(=O)N(C)C[C@@H]2Oc3ccc(NC(=O)Nc4ccccc4)cc3C(=O)N([C@@H](C)CO)C[C@@H]2C)cc1,-13,-1.5,-12[16.7 µM],23,/,18,-17
CC(C)(C)NC(=O)C(C1CC1)n1c(=O)c(-c2cc3ccccc3[nH]2)nc2ccccc21 (stereo not drawn),-8,-2.6,/,25,7,17,/
Cc1ccc(C(=O)CCC(=O)Nc2ccccc2C)c(C)c1,-3,-0.2,-5,-22,-4,-37,-6
CCOC(=O)c1c(NC(=O)C2=C(C)NC(=S)NC2c2ccc(C)cc2)sc(C)c1C (stereo not drawn),-5,-0.8,-2,28,-13,14,/
O=C(Nc1ccc(N2CCOCC2)cc1)c1cccnc1,/,/,-2,-88,7,/,20
Cn1c(=O)cc(OCCCC(=O)NCc2ccccn2)c2ccccc21,/,/,9,17,-11,/,1
O=C(NNC(=O)c1ccco1)c1ccccc1,0,/,-5,-34,0,-49,-2
O=C(CSCc1ccccc1)NCCc1ccc(F)cc1,6,-1.7,2,-17,-15,-22,-12
COc1cccc(-c2ccc(C3[C@@H]4CN(C(=O)Nc5ccc(F)cc5)C[C@H]3N4)cc2)c1 (stereo partly drawn),-7,-0.7,/,-6,2,3,-5
CC1CCCCN1C(=O)COC(=O)c1ccc(N2CCCC2=O)cc1 (stereo not drawn),4,3.3,-5,-20,3,-8,/
Cc1ccc(-c2c(C(=O)NCc3ccccc3)oc(=O)c3ccccc23)cc1,-1,/,-3,-2,-5,5,-43
CC(C)(CO)NCc1cccc(OCc2ccc(Cl)cc2)c1,/,/,/,-3,2,/,20
COc1ccc(N2C(=O)C(F)(F)C2c2ccc(C)cc2)cc1OC (stereo not drawn),10,-0.7,/,11,/,12,8
COc1ccc(NC(=O)Nc2ccc3c(c2)[C@H]2C[C@@H](CC(=O)NCC(F)(F)F)O[C@@H](CO)[C@H]2O3)cc1,-2,2.0,7[16.7 µM],0,-54,-2,0
O=C(COc1cc2oc(=O)c3c(c2cc1Cl)CCC3)NCCCn1ccnc1,0,0.8,/,-6,3,/,5
COc1cccc(OCCNC(=O)c2cc([N+](=O)[O-])cc([N+](=O)[O-])c2)c1,-2,-0.6,/,5,-5,-3,3
C[C@@H]1CN(C(=O)OC(C)(C)C)CCN1c1ccc(Br)c(C#N)c1,-7,-0.6,/,7,2,8,-47
Cc1cccc(C(C)C)c1NC(=O)C1CN(S(=O)(=O)c2ccccc2)CCN1S(=O)(=O)c1ccccc1 (stereo not drawn),/,/,/,20,-3,/,-25
CCS(=O)(=O)N1CCN(c2ccc(C(=O)NC3C4CC5CC(C4)CC3C5)cc2[N+](=O)[O-])CC1 (stereo not drawn),/,/,/,11,6,/,-12
O=C(Cc1c(O)c2ccccc2oc1=O)c1ccc(F)cc1,-3,3.3,-7,-101,-11,-15,-4
CCOc1ccc(OCC)c(NC(=O)C2C3C=CC(O3)C2C(=O)O)c1 (stereo not drawn),7,3.2,0,-7,1,-5,-1
Cc1cc(C(=O)N/N=C/c2c(C)nn(-c3ccccc3)c2C)n[nH]1,-5,-1.6,-8,-27,-9,-27,0

# Some values from the results shown.
# CCOc1ccc(OCC)c(NC(=O)C2C3C=CC(O3)C2C(=O)O)c1 (stereo not drawn) in EWS-Fli block is entered as -5
# COc1ccc(NC(=O)Nc2ccc3c(c2)[C@H]2C[C@@H](CC(=O)NCC(F)(F)F)O[C@@H](CO)[C@H]2O3)cc1 in EWS-Fli block is entered as -2
# O=C(COc1cc2oc(=O)c3c(c2cc1Cl)CCC3)NCCCn1ccnc1 in FN deposit inh is entered as 3
# COc1ccc(N2C(=O)C(F)(F)C2c2ccc(C)cc2)cc1OC (stereo not drawn) in DENV2 CPE is entered as 10

# Going on with the list.
SMILES,DENV2 CPE,CFTR F508del cor,miR122 inh,PAX8 inh HTS,FN deposit inh,EWS-Fli block,INS-1E GSIS act
CNC[C@H]1Oc2ccc(NS(=O)(=O)c3cn(C)cn3)cc2CC(=O)N([C@H](C)CO)C[C@H]1C,16,1.4,-2[16.7 µM],-3,-18,1,4
CCNC(=O)/C(C#N)=C/c1c(N(Cc2ccccc2)Cc2ccccc2)nc2ccccn2c1=O,/,-2.2,/,14,2,4,-14
COc1ccccc1OCC(=O)Nc1nc(C)c(C)s1,1,-0.1,9,-199,-1,-97,3
CC1CC(C)CN(C(=O)CN2C(=O)NC(c3ccccc3)(c3ccccc3)C2=O)C1 (stereo not drawn),6,2.7,-5,9,7,-1,-5
CN1CCN(C(=O)C2CC(=O)N(c3ccc(Cl)cc3)C2)CC1 (stereo not drawn),1,0.4,5,-4,10,0,2
Cc1ccc(NC(=S)NNC(=O)Cn2nc([N+](=O)[O-])cc2C)cc1,2,-0.2,-2,/,/,-4,/
CCOc1cccc(CN2CCCC(C(=O)c3cccc(C(F)(F)F)c3)C2)c1O (stereo not drawn),/,-2.7,/,-3,-12,2,5
O=C(NCC1CCCO1)C1CCC(=O)N1Cc1ccc(F)cc1 (stereo not drawn),/,/,6,/,0,/,18
C=CCN1C(=O)C(CC(=O)Nc2ccc(OCC)cc2)N(Cc2ccccn2)C1=S (stereo not drawn),-1,0.9,16,-18,-8,-10,-30
Cc1ccc(-n2c(C)nnc2SCC(=O)N(C)C2CCS(=O)(=O)C2)cc1 (stereo not drawn),-6,1.6,1,-2,-13,2,14
CC1=CC(C)(C)N2C(=O)C3(NCCc4c3[nH]c3ccccc43)c3cc(C)cc1c32 (stereo not drawn),-3,0.7,/,88*,-14,10,-15
Nc1c(Cl)cc(C2=NCCn3nc4cc(C(F)(F)F)ccc4c32)cc1Cl,?,0.1,1,5,5,29,/
CCCCN1C[C@H](Cc2ccccc2)[C@@H](CC(=O)Nc2ccccc2)C1=O,56*,1.3,22,11,-7,7,-30

# Shown with bars between the fields: entries from further up
SMILES | DENV2 CPE | CFTR F508del cor | miR122 inh | PAX8 inh HTS | FN deposit inh | EWS-Fli block | INS-1E GSIS act
O=C(Cc1c(O)c2ccccc2oc1=O)c1ccc(F)cc1 | -3 | 3.3 | -7 | -101 | -11 | -15 | -4
CCOc1ccc(OCC)c(NC(=O)C2C3C=CC(O3)C2C(=O)O)c1 (stereo not drawn) | 7 | 3.2 | 0 | -7 | 1 | -5 | -1
Cc1cc(C(=O)N/N=C/c2c(C)nn(-c3ccccc3)c2C)n[nH]1 | -5 | -1.6 | -8 | -27 | -9 | -27 | 0
CNC[C@H]1Oc2ccc(NS(=O)(=O)c3cn(C)cn3)cc2CC(=O)N([C@H](C)CO)C[C@H]1C | 16 | 1.4 | -2[16.7 µM] | -3 | -18 | 1 | 4

# Not a hit list, and some 3.9% of all compounds hit somewhere here.
